Screening data from PubChem.
SMN2 splice enh: SMN2 splice variant enhancement. HEK293 SMN2-luciferase splicing reporter, luminescence, 30-36 h. Potency, µM (series often up to 46.1 µM), inactives show at the top dose activity change, positive = activation, hits mostly activators. 2.8% of 210,000 active. AID 1458; further: potency means the concentration at half of the fitted maximal effect; % of control where 0% means no effect; nearly all actives have a fitted effect of over 55% in size
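qHTS luciferase splicing reporter: luminescence rises when SMN2 exon 7 is included in transfected HEK293 cells. Compound exposure lasted 30-36 h at 37C, with 4.5 mM final sodium butyrate as control, followed by a ONE-Glo read.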
IMPase Li cell: IMPase inhibition in cells with lithium potentiation; CHO-M1 cells, IP1 TR-FRET (IP-One), carbachol + lithium; Potency, µM (highest dose often 59.4 µM), without a hit: at the top dose activity, negative = IMPase inhibition, usual class: inhibitors; 0.35% of 210,000 active; AID 1457;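 further: IP1 builds up when IMPase is blocked and the TR-FRET signal falls; potency means the concentration at half of the fitted maximal effect; plate controls were basal vehicle for no effect and high inhibitor control for full effect; nearly all actives have a fitted effect of over 50% in size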
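IP1 accumulation measured by competitive TR-FRET in lysed CHO-M1 cells after 30 min compound exposure at 37C, with a small lithium addition to potentiate weak responses. Hill-equation AC50 from ratio and donor-channel data.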
HTT ATP protect: protects HTT-Q103 PC12 cells, measured by ATP; PC12 HTT-Q103 induced, cytoprotection, ATP luminescence, 40 h; AID 1471; 0.14% of 230,000 active; Potency, µM (series often up to 56.4 µM), for inactives: cytoprotection (ATP increase), actives largely listed as activators;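 further: potency means the concentration at half of the fitted maximal effect; % of control where 0% means no effect; nearly all actives have a fitted effect of over 45% in size; toxic huntingtin expression switched on by the ecdysone agonist tebufenozide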
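Cells were plated at 1500 per well in phenol red-free DMEM with 5% equine and 5% calf serum. Tebufenozide (100 nM final) and compounds were added, then ATPlite reagent, and luminescence was read.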
CBFb RUNX1 block: blocks binding between human CBF-beta and RUNX1 | Q01196+Q13951 | AlphaScreen CBFb-His/RUNX1-biotin binding, biochemical | Potency, µM (doses to about 59.8 µM), without a hit: at the highest dose activity, negative = inhibition, most hits filed as inhibitors | 230,000 tested, under 10 active; further: % of control where 0% means no effect
Target sequence (Q01196 whole entry, looked up): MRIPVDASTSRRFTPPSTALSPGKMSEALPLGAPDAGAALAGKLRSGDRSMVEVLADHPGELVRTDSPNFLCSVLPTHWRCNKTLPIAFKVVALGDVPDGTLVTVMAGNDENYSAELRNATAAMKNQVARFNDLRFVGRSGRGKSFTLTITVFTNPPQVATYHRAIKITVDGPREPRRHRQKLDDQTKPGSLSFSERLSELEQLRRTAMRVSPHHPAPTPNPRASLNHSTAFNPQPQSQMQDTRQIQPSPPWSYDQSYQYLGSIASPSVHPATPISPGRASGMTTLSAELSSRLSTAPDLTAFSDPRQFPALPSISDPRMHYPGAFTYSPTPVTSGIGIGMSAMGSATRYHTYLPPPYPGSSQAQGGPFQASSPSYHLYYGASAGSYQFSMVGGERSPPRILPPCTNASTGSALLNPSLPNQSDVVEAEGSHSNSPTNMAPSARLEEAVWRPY
Target sequence (Q13951 whole entry, looked up): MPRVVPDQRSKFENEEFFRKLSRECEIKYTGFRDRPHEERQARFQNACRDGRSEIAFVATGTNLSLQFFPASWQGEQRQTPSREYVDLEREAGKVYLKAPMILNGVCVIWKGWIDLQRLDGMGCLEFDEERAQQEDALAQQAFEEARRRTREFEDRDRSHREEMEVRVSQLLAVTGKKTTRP
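CBF-beta (His) and RUNX1 (biotin), 30 nM each; 20 min preassociation; + compound, 15 min; + beads 50 ng each (Ni, streptavidin), 90 min; RT; AlphaScreen read.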
LMNA splice mod: changes lamin A minigene splicing in HeLa cells; AID 1487; 0.01% of 200,000 active; Potency, µM (doses to about 46.1 µM), without a hit: top-dose ratio change, negative = inhibition, hits mostly inhibitors; HeLa LMNA splicing GFP/RFP minigene ratio, 48 h; active means well fitted inhibition curve with a large enough effect in the signal ratio, with a control signal flat, not every such curve was filed as active; inconclusive means small, poorly fitted or top-dose-only effect, or effect the other way, or a change in a side signal; the % refers to the signal ratio; further: potency means the concentration at half of the fitted maximal effect; on the % scale 0 is the no-effect control and ±100 the full control effect
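S3 HeLa stable clones carrying a lamin A-EGFP splicing minigene plus DsRed2 were seeded at 600 cells/well in Opti-MEM with 2% FBS, pin-dosed and incubated 48 h at 37°C. Acumen cytometry (488 nm) gave the GFP/RFP total-intensity ratio.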
HTT aggregate: mutant huntingtin aggregation inhibition | AID 1688 | 1.1% of 220,000 active | Potency, µM (titrated, usually from 46.1 µM), inactives show at the top dose activity change, negative = inhibition, most hits filed as inhibitors | PC12 HttQ103-GFP aggregates, Acumen cytometry, 40 h; further: potency means the concentration at half of the fitted maximal effect; on the % scale 0 is the no-effect control and ±100 the full control effect; nearly all actives have a fitted effect of over 60% in size
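Quantitative HTS on tebufenozide-induced (100 nM) PC12 cells stably expressing polyQ103 Huntingtin exon 1–GFP. Reduction of bright GFP aggregates, detected by laser scanning cytometry after lysis, identified actives across the titration.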
Luc counter: blocks Kinase-Glo luciferase, a counter-screen artifact; Q27757; Kinase-Glo luciferase, ATP luminescence, 8 min; Potency, µM (highest dose often 38.3 µM), for the others: at the highest dose activity change, negative = inhibition, actives largely listed as inhibitors; 0.28% of 200,000 active; further: potency means the concentration at half of the fitted maximal effect; on the % scale 0 is the no-effect control and ±100 the full control effect; nearly all actives have a fitted effect of over 60% in size
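Luminescence was the read-out, taken after 8-minute incubation at ambient temperature. Luciferase turned over luciferin with 10 uM ATP in imidazole pH 7.2 buffer containing KCl, MgCl2, Tween 20 and BSA.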
Starred values were filed as active, the others as inactive; [ ] = another dose, or the depositor's remark. Unless noted, the call rests on the fitted dose curve; in most records, active means well fitted curve in the direction sought with a large enough effect; inconclusive means small, poorly fitted or top-dose-only effect, or another doubt; inactive means no such curve, though single readings can be large; an effect the other way counts as inactive or inconclusive.

Results for COc1ccc(CCNC(=O)C(CC(C)C)NC(N)=O)cc1 (stereo not given) ?
SMN2 splice enh: 12%; IMPase Li cell: 9%; HTT ATP protect: -4%[10 µM]; CBFb RUNX1 block: 4%; HTT aggregate: 20%; Luc counter: 0%

What do the screens show for `NS(=O)(=O)c1cccc(NC(=O)COC(=O)c2cc(-c3ccc(Cl)cc3)nc3ccccc23)c1`?
HTT ATP protect: -30%[10 µM]; CBFb RUNX1 block: -6%; LMNA splice mod: inconclusive; HTT aggregate: 10%

How did CCCCC(CCC(=O)Nc1ccc(C(=O)OC)cc1)C(=O)O (stereo not given) do in these assays?
SMN2 splice enh: 1%; IMPase Li cell: -7%; HTT ATP protect: -2%[10 µM]; CBFb RUNX1 block: -12%; LMNA splice mod: -8%; HTT aggregate: -8%; Luc counter: 3%

What do the screens show for `CCC(NC(=O)c1ccccc1NC(=O)c1ccco1)C(=O)NNC(=O)c1ccc(OC)cc1` (stereo not given)?
SMN2 splice enh: 4%; IMPase Li cell: 0%; HTT ATP protect: -10%[10 µM]; CBFb RUNX1 block: 3%; LMNA splice mod: 2%; HTT aggregate: 2%; Luc counter: 0%

What do the screens show for `O=S(=O)(c1ccc(Oc2ccc(S(=O)(=O)N3CCOCC3)cc2)cc1)N1CCOCC1`?
SMN2 splice enh: -49%[inhibitor]; IMPase Li cell: -2%[38.3 µM]; HTT ATP protect: -9%; CBFb RUNX1 block: 1%; LMNA splice mod: inconclusive; HTT aggregate: -25%; Luc counter: 12%

What do the screens show for `COc1ccccc1-c1nnc2sc(-c3cnccn3)nn12`?
IMPase Li cell: 8%[38.3 µM]; HTT ATP protect: 11%; CBFb RUNX1 block: -4%; LMNA splice mod: 0%; HTT aggregate: 11%; Luc counter: 4%

Results for Cc1nc2sc(-c3ccccc3)nn2c(=O)c1Br ?
SMN2 splice enh: 5.6µM*; IMPase Li cell: -1%; CBFb RUNX1 block: 11%; LMNA splice mod: 0%; HTT aggregate: 5%; Luc counter: inconclusive

What do the screens show for `Cc1nnc(-c2cnn(-c3ccccc3)c2N)n1Cc1ccc(F)cc1`?
SMN2 splice enh: 4%; IMPase Li cell: 0%[38.3 µM]; HTT ATP protect: -23%; CBFb RUNX1 block: 1%; LMNA splice mod: -14%; HTT aggregate: 9%; Luc counter: -3%

How did C=CCNC(=O)c1cc(-c2ccc(Br)cc2)on1 do in these assays?
SMN2 splice enh: 11µM*; IMPase Li cell: -18%[38.3 µM]; HTT ATP protect: -27%; CBFb RUNX1 block: inconclusive; LMNA splice mod: 2%; HTT aggregate: 15%; Luc counter: -2%

How did CCOC(=O)c1c(NC(=O)CSC2=NN3CCCC(=O)N=C3S2)sc2c1CCCCC2 do in these assays?
SMN2 splice enh: -37%[inhibitor]; IMPase Li cell: 19%; CBFb RUNX1 block: -3%[2.36 µM]; LMNA splice mod: 10%; HTT aggregate: -6%; Luc counter: 0%

How did C#CCCCC(=S)Nc1ccccc1 do in these assays?
SMN2 splice enh: -5%; IMPase Li cell: -10%; HTT ATP protect: -14%; CBFb RUNX1 block: 4%; Luc counter: 6%

What do the screens show for `Cc1cc(C)n2cc(CSCc3ccccc3)nc2n1`?
SMN2 splice enh: 10%; IMPase Li cell: -7%; HTT ATP protect: -7%[10 µM]; CBFb RUNX1 block: -6%; LMNA splice mod: -18%; HTT aggregate: 9%; Luc counter: 0%

What do the screens show for `Clc1ccc2c(N/N=C/c3cccc(Br)c3)ccnc2c1`?
SMN2 splice enh: 21%; IMPase Li cell: 9%; CBFb RUNX1 block: -8%; LMNA splice mod: inconclusive; HTT aggregate: -16%; Luc counter: -1%

What do the screens show for `N#Cc1ccccc1OCC(=O)NC(=O)NCc1ccccc1`?
SMN2 splice enh: 24%; IMPase Li cell: -5%; HTT ATP protect: -9%; CBFb RUNX1 block: 6%; LMNA splice mod: 16%[46 µM]; HTT aggregate: 13%; Luc counter: 2%

Results for N#CC1=C(N)N(c2ccccc2)C2=C(C(=O)CCC2)C1c1ccsc1 (stereo not given) ?
SMN2 splice enh: inconclusive; IMPase Li cell: 35%[38.3 µM]; HTT ATP protect: -22%; CBFb RUNX1 block: -2%; LMNA splice mod: -11%; HTT aggregate: 8%; Luc counter: 1%

Results for Cc1ccccc1OCC(=O)Nc1ccc2c(c1)OCO2 ?
SMN2 splice enh: -9%; IMPase Li cell: -5%[38.3 µM]; HTT ATP protect: 12%; CBFb RUNX1 block: 4%; LMNA splice mod: 4%; HTT aggregate: 4%; Luc counter: -10%

How did CCOC(=O)Cn1nnnc1C(CC)N(Cc1cc2c(C)cc(C)cc2[nH]c1=O)C1CCCC1 (stereo not given) do in these assays?
SMN2 splice enh: 1%; IMPase Li cell: 6%[38.3 µM]; HTT ATP protect: -26%; CBFb RUNX1 block: -1%; LMNA splice mod: 5%; HTT aggregate: 4%[9.22 µM]; Luc counter: 1%

What do the screens show for `O=C(c1cnc2n(c1=O)CCS2)N1CCN(C(c2ccccc2)c2ccc(Cl)cc2)CC1` (stereo not given)?
SMN2 splice enh: -23%; IMPase Li cell: 12%[38.3 µM]; HTT ATP protect: -13%; CBFb RUNX1 block: -9%; LMNA splice mod: -1%; HTT aggregate: -3%; Luc counter: -5%

What do the screens show for `CCOC(=O)NC(=O)CSc1cc(C)c2cc(C)cc(C)c2n1`?
SMN2 splice enh: -9%; IMPase Li cell: -10%; HTT ATP protect: -14%; CBFb RUNX1 block: -6%; HTT aggregate: -15%; Luc counter: 1%

What do the screens show for `COc1ccccc1NC(=O)CCn1c(=O)sc2ccccc21`?
SMN2 splice enh: 21%; IMPase Li cell: -2%; HTT ATP protect: -2%[10 µM]; CBFb RUNX1 block: -2%; LMNA splice mod: -8%; HTT aggregate: -14%; Luc counter: 0%

Results for O=C1COc2ccc3ccccc3c2CN1 ?
SMN2 splice enh: 10%; IMPase Li cell: -6%[38.3 µM]; HTT ATP protect: -16%[10 µM]; CBFb RUNX1 block: 4%; LMNA splice mod: 2%; HTT aggregate: 16%; Luc counter: 0%

How did CC(C)(C)n1nnnc1C(c1cccs1)N(Cc1ccccc1)Cc1cccnc1 (stereo not given) do in these assays?
SMN2 splice enh: -29%; IMPase Li cell: 48%[activator][38.3 µM]; HTT ATP protect: 25%[10 µM]; CBFb RUNX1 block: 14%; LMNA splice mod: inconclusive; HTT aggregate: -2%; Luc counter: 2%

How did CCOc1ccc(NC(=O)CCN2CCN(S(=O)(=O)c3cc(Cl)ccc3OC)CC2)cc1 do in these assays?
SMN2 splice enh: -35%[inhibitor]; IMPase Li cell: -2%; HTT ATP protect: -6%[10 µM]; CBFb RUNX1 block: 13%; LMNA splice mod: inconclusive; HTT aggregate: -5%; Luc counter: 2%

Results for Cn1c(=O)c2c(nc(NCCCN3CCOCC3)n2Cc2cccc(Cl)c2)n(C)c1=O ?
SMN2 splice enh: 11%; IMPase Li cell: 19%[38.3 µM]; HTT ATP protect: -15%; CBFb RUNX1 block: -4%; LMNA splice mod: 9%; HTT aggregate: -1%; Luc counter: -3%

What do the screens show for `CCN(CC)c1ccc(NC(=O)COc2ccc(C#N)cc2)cc1S(=O)(=O)Nc1ccc(OC)cc1`?
SMN2 splice enh: 0%; IMPase Li cell: 8%; HTT ATP protect: 30%[10 µM]; CBFb RUNX1 block: -6%; LMNA splice mod: inconclusive; HTT aggregate: 8%; Luc counter: 2%

What do the screens show for `COc1ccc2c(c1)c(CC(=O)O)c(C)n2C(=O)c1ccccc1`?
SMN2 splice enh: -22%; IMPase Li cell: -13%; HTT ATP protect: -3%[1.9 µM]; CBFb RUNX1 block: inconclusive; LMNA splice mod: -12%; Luc counter: -2%

What do the screens show for `CCOc1ccccc1CNS(=O)(=O)c1ccc2[nH]c(=O)sc2c1`?
SMN2 splice enh: -12%; IMPase Li cell: 49%[activator][38.3 µM]; HTT ATP protect: -10%; CBFb RUNX1 block: 16%; LMNA splice mod: inconclusive; HTT aggregate: 13µM*; Luc counter: 8%

How did Cc1c(Cl)cccc1NC(=S)N1CCN(S(=O)(=O)c2cccs2)CC1 do in these assays?
SMN2 splice enh: 5%; IMPase Li cell: 4%; HTT ATP protect: -19%[10 µM]; CBFb RUNX1 block: 2%; LMNA splice mod: -23%[46 µM]; HTT aggregate: 15%; Luc counter: 2%

How did CCOC(=O)CNC(=O)CSc1nccn1Cc1ccco1 do in these assays?
SMN2 splice enh: 0%; IMPase Li cell: 2%; HTT ATP protect: 3%[10 µM]; CBFb RUNX1 block: 4%; LMNA splice mod: 10%[46 µM]; HTT aggregate: -5%; Luc counter: -4%

What do the screens show for `CCOC(=O)c1c(-c2ccc(C)cc2)csc1/N=C(\C)C1=C(O)c2ccccc2C1=O`?
HTT ATP protect: 17%[10 µM]; CBFb RUNX1 block: -16%; HTT aggregate: 0%[9.22 µM]

Results for Cn1c(=O)n(CCN2CCOCC2)c(=O)c2c1nc1n2CCCN1c1ccccc1 ?
SMN2 splice enh: -3%; IMPase Li cell: -4%[38.3 µM]; HTT ATP protect: -7%[0.074 µM]; CBFb RUNX1 block: 1%; LMNA splice mod: 10%; HTT aggregate: 4%; Luc counter: -2%

Results for CCCN(CCC)S(=O)(=O)c1ccc(NS(=O)(=O)c2ccc(F)cc2)cc1 ?
HTT ATP protect: -16%; CBFb RUNX1 block: 7%; LMNA splice mod: inconclusive; HTT aggregate: 7%

How did COC(=O)CSc1nc2sc3c(c2c(=O)n1-c1ccccc1)CCN(C)C3 do in these assays?
SMN2 splice enh: -2%; IMPase Li cell: -5%[38.3 µM]; HTT ATP protect: inconclusive; CBFb RUNX1 block: -27%; LMNA splice mod: -3%; HTT aggregate: -6%; Luc counter: 14%

An excerpt from above in order of formula weight, low to high:
Results for O=C1COc2ccc3ccccc3c2CN1 ?
SMN2 splice enh: 10%; IMPase Li cell: -6%[38.3 µM]; HTT ATP protect: -16%[10 µM]; CBFb RUNX1 block: 4%; LMNA splice mod: 2%; HTT aggregate: 16%; Luc counter: 0%

Results for N#CC1=C(N)N(c2ccccc2)C2=C(C(=O)CCC2)C1c1ccsc1 (stereo not given) ?
SMN2 splice enh: inconclusive; IMPase Li cell: 35%[38.3 µM]; HTT ATP protect: -22%; CBFb RUNX1 block: -2%; LMNA splice mod: -11%; HTT aggregate: 8%; Luc counter: 1%

How did Cc1c(Cl)cccc1NC(=S)N1CCN(S(=O)(=O)c2cccs2)CC1 do in these assays?
SMN2 splice enh: 5%; IMPase Li cell: 4%; HTT ATP protect: -19%[10 µM]; CBFb RUNX1 block: 2%; LMNA splice mod: -23%[46 µM]; HTT aggregate: 15%; Luc counter: 2%
